Screening results deposited in PubChem by several laboratories.
VIM-2 inh – VIM-2 metallo-beta-lactamase inhibitors, primary screen, biochemical, epi-absorbance readout, Pseudomonas aeruginosa enzyme; purified VIM-2, nitrocefin hydrolysis, epi-absorbance fluorescence; inhibition, % at 5.6 µM; 0.89% of 290,000 active; AID 1527, 2009;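 active = inhibition above the mean of all tested compounds plus 3 SD, cutoff set per screening run, cut at about 7.5% in these data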;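 also: red hydrolysis product quenches plate fluorescence so inhibitors raise well fluorescence; 0% = enzyme with DMSO and 100% = DMSO without enzyme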
p-CIP stab down – p/CIP-EGFP fusion destabilizers, primary screen, fluorescence, F442A cells | 16 h | decrease of EGFP signal, % at 10 µM | 0.01% of 290,000 active;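 active = EGFP signal decrease of at least 30% at 10 µM or well 3 SD below plate mean, unless failing retest; inactive = the rest, including hits failing retest or dose response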; also: some compounds called inactive have numbers as strong as hits; many of its hits are not listed in these tables
IDE cell activ – human IDE activators in live cells, primary screen, fluorescence polarization, HEK cells, FAbeta-B substrate | FAbeta-B cleavage; 0% vehicle, 100% cell-free pure enzyme wells | AID 493087, 2011 | 0.073% of 340,000 active | Insulin-degrading enzyme (Homo sapiens), P14735 | activation, % at 5.96 µM;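 active = activation above the mean of all tested compounds plus 3 SD, set per screening campaign, cut at about 17% in these data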
Target sequence (P14735 whole entry, looked up): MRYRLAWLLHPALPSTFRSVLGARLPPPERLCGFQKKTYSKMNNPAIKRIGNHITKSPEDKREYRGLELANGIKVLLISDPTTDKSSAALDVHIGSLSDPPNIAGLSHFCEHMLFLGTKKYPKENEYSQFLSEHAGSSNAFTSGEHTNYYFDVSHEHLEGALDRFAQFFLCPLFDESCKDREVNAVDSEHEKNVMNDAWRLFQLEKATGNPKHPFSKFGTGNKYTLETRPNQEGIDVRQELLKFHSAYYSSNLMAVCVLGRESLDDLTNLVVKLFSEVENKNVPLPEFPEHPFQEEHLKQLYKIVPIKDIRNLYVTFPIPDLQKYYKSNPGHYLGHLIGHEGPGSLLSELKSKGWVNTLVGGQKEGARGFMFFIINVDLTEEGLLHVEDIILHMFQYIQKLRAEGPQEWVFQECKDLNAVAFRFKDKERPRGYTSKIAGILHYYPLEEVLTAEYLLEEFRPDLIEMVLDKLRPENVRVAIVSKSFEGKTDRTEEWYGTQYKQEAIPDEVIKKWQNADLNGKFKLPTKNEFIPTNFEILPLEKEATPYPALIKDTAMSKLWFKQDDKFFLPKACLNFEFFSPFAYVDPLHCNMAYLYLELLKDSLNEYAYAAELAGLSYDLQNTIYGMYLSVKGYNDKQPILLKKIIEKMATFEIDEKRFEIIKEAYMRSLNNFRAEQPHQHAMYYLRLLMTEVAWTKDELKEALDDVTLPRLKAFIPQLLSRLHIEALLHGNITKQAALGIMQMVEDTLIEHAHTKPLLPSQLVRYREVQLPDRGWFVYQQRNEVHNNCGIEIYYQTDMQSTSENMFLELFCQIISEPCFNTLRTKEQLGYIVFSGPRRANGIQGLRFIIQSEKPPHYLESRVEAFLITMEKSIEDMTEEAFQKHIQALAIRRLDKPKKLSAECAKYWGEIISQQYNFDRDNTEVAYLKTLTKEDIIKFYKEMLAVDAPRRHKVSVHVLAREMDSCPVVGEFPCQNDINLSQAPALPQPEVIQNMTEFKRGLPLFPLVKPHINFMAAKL
NS3 helicase inh – inhibitors of HCV NS3 helicase, primary screen, biochemical, Cy5 molecular beacon fluorescence; inhibition, % at 10.9 µM; 0.56% of 290,000 active; Hepatitis C virus NS3 helicase; NS3 helicase DNA unwinding;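 active = inhibition above the mean of all tested compounds plus 3 SD, set per campaign, cut at about 35% in these data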;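 also: 0% = DMSO wells and 100% = thioflavine S control wells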
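Compound dosing – single dose, 10.9 µM nominal final, DMSO 0.8% final · System – NS3 helicase fragment of HCV · Buffer or medium – MOPS pH 6.5, MgCl2, DTT, Tween20, BSA · Signal – Cy5 beacon fluorescence read at start and 1 h · Also added – annealed dual-labelled DNA beacon duplex, ATP-started · Schedule – 1 h at 25 °C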
M18AAP inhibitor – PfM18AAP inhibitors, malaria aminopeptidase, primary screen, biochemical, QFRET, recombinant enzyme | inhibition, % at 7.35 µM | M18 aspartyl aminopeptidase (Plasmodium falciparum 3D7) | H-Glu-NHMec fluorogenic cleavage | 1.2% of 290,000 active;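 active = inhibition above the campaign mean inhibition over all tested compounds plus 3 SD, cut at about 28% in these data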;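 also: 0% = plate median of test compound wells and 100% = 2 mM ZnCl2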
SUMO HTRF inh – inhibitors of in vitro SUMOylation cascade, primary screen, biochemical, HTRF, uHTS; HTRF SUMOylation assay, SAE1/SAE2 + UBC9; inhibition, % at 35 µM; 0.36% of 290,000 active; in the data active = inhibition above about 50%, passing the limit was not always enough; also: strong numbers were not always called active
IMP-1 inh – IMP-1 metallo-beta-lactamase inhibitors, primary screen, biochemical, epi-absorbance readout, Pseudomonas aeruginosa enzyme. inhibition, % at 5.6 µM. AID 1556, 2009. 0.45% of 290,000 active. metallo-beta-lactamase IMP-1 (Pseudomonas aeruginosa). purified IMP-1, nitrocefin hydrolysis, epi-absorbance fluorescence;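 active = inhibition above the mean plus 3 SD of all compounds in the same screening run, cut at about 4.5% in these data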;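 also: 0% = IMP-1 with DMSO and 100% = DMSO wells lacking enzyme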
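Test system: recombinant IMP-1 enzyme, purified / Medium: HEPES buffer pH 7.1 with ZnSO4 and Brij 35 / Doses: single dose, 5.6 µM / Times: 25 °C, 15 min preincubation, 25 min reaction / Detection: Epi-absorbance via hydrolysed-nitrocefin quenching of white-plate fluorescence, 480/530 nm, EDTA stop / Evaluation: percent inhibition from optical density relative to buffer-blank wells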
FID counter – compounds displacing fluorescent DNA intercalator, primary screen, artefact control for HCV NS3 helicase inhibitor project, biochemical, FID fluorescence. DNA fluorescent intercalator displacement. inhibition, % at 7.9 µM. 0.17% of 290,000 active. AID 1845, 2009; in the data active = inhibition above about 37%;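 also: 0% = vehicle and 100% = reference compound; higher means more ethidium bromide displaced from hairpin DNA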
IDE inh – human IDE inhibitors in live cells, primary screen, fluorescence polarization, HEK cells, FAbetaB substrate. inhibition, % at 5.59 µM. AID 434962, 2010. FAbetaB cleavage. Insulin-degrading enzyme (Homo sapiens), P14735. 0.41% of 320,000 active;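 active = percent inhibition above the average of all tested compounds plus 3 SD, set per screening campaign, cut at about 16% in these data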;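 also: IDE supplied by intact live HEK cells; FP after avidin binding of uncleaved biotin substrate so inhibition keeps polarization high; 0% = DMSO wells and 100% = 60 µM reference IDE inhibitor Ii1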
Starred values were filed as active, the others as inactive; . = no result given. Compounds were not picked by outcome; overall some 3.6% were active at least once.

SMILES | VIM-2 inh | p-CIP stab down | IDE cell activ | NS3 helicase inh | M18AAP inhibitor | SUMO HTRF inh | IMP-1 inh | FID counter | IDE inh
CCOc1ccc2nc(NC(=O)C3CCN(C(=O)c4ccco4)CC3)sc2c1 | -3.0 | -1 | 0 | -10 | 2 | 21 | -2.7 | -30 | -3
Clc1cccc(Oc2cnc3ccccc3n2)c1 | -3.9 | -12 | 8 | 2 | 3 | 29 | -3.1 | -6 | 5
CC(C)Cc1cc(C(=O)N2CCC(N3CCC(C(=O)NC4CC4)CC3)CC2)n[nH]1 | -0.6 | -4 | -1 | -11 | -6 | 2 | -1.0 | -5 | 1
COCCOC(=O)c1c(C)oc2ccc(NS(=O)(=O)c3ccc(C(=O)O)cc3)cc12 | . | 0 | 2 | . | . | 31 | . | . | -4
CCC1(CC)C(=O)NC(=O)NC1=NCCc1ccc(O)cc1 | -4.7 | -16 | 3 | 3 | -1 | -8 | -1.5 | 0 | 2
CCOC(=O)N1CCN(C(=O)Cn2c(=O)sc3ccccc32)CC1 | -4.2 | -7 | 3 | 3 | -9 | 22 | -4.4 | -4 | 12
CCc1nn2c(=O)cc(COc3ccc(/C=C4\C(=N)N5N=C(C)SC5=NC4=O)cc3)nc2s1 | -2.1 | 1 | 1 | 12 | 6 | 4 | -1.4 | -12 | -6
COc1ccc2[nH]c(O)c(NC(C)=O)c2c1 | -3.1 | -5 | 3 | 3 | -12 | -1 | -1.2 | -2 | 12
COc1ccc(NC(=O)CSc2cccc3cccnc23)c(OC)c1 | 1.1 | -10 | -1 | 4 | -5 | -1 | -0.1 | -19 | 5
CCn1cc(Br)c(C(=O)Nc2cccc(Cl)c2)n1 | 0.6 | 1 | -2 | 1 | -7 | 5 | 2.1 | -1 | -1
CCOc1ccc(NC(=O)CC2C(=O)N(c3cccc(OC)c3)C(=O)N2C(C)C)cc1 (stereo unspecified) | -0.5 | 10 | 5 | -8 | -1 | 18 | -0.9 | -13 | 0
Cc1ccc(Oc2ccccc2/C=C2\SC(=O)N(C)C2=O)cc1 | -4.6 | -16 | 6 | -4 | 0 | -6 | -0.9 | -1 | 3
Cc1ccc(-c2nnn(CC(=O)N3CCN(c4ccccc4)CC3)n2)o1 | -2.0 | 3 | 0 | 1 | 0 | 9 | -0.3 | -15 | -6
O=C(CSc1nnnn1-c1ccccc1)NC(=O)Nc1ccc2c(c1)OCCO2 | 1.1 | 8 | 4 | -15 | 1 | 20 | 5.6* | -5 | 10
COc1cc(NC(=O)C2CCCCN2)ccc1OCC(C)C (stereo unspecified) | -3.7 | 9 | 1 | -3 | -3 | -2 | -4.8 | 2 | 3
CCOC(=O)/C(C#N)=C1/SC(CCO)C(=O)N1c1ccccc1 (stereo unspecified) | -1.9 | -2 | 0 | 3 | -1 | 26 | -0.6 | -2 | -2
CC(=O)NN1C(=O)/C(=C\c2ccc(C)cc2)SC1=S | -1.8 | -5 | -4 | 7 | 8 | 10 | -2.3 | 5 | -1
COc1ccc2c(ccc[n+]2CC(=O)c2ccccc2)c1 | -3.0 | -8 | 1 | 9 | 4 | 0 | -3.8 | 6 | .
c1ccc(C2[C@H]3CN(Cc4cccnc4)[C@H](c4ccccc4)C34CC2(c2ccccc2)C4)cc1 (stereo partly specified) | . | -7 | 5 | . | . | 0 | . | . | -1
Cc1ccc(C(=O)N2CCN(c3ncccn3)CC2)c(C)c1 | 1.6 | 1 | 1 | -4 | -16 | 8 | 1.4 | -21 | 0
COc1ccc(CCNC(=O)CSc2ccc(-c3ccco3)nn2)cc1OC | 1.3 | 14 | 2 | -9 | -14 | 20 | -1.8 | -9 | 3
COc1ccc(/C=N/N2C(=O)C3C4C=CC(C4)C3C2=O)cc1[N+](=O)[O-] (stereo unspecified) | 1.8 | 0 | 5 | -8 | 3 | -6 | -2.9 | -1 | -2
O=C(Nc1ccc(Cc2ccncc2)cc1)C1CCC(N2C(=O)C3CCCCC3C2=O)CC1 (stereo unspecified) | -0.1 | -20 | -7 | -7 | 6 | 3 | -0.5 | -16 | -1
CC1=NN(c2ccccc2)C(=O)C1N=Nc1ccc(S(N)(=O)=O)cc1 (stereo unspecified) | -1.2 | 1 | 1 | 6 | 2 | 42 | -1.2 | -1 | 4
COc1ccccc1-c1c(C(F)(F)F)oc2cc(OCC(=O)Nc3ccccc3C(F)(F)F)ccc2c1=O | -0.6 | -7 | 2 | -9 | 1 | -54 | -2.0 | -4 | -1
SMILES | VIM-2 inh | p-CIP stab down | IDE cell activ | NS3 helicase inh | M18AAP inhibitor | SUMO HTRF inh | IMP-1 inh | FID counter | IDE inh
C/C(=N\NC(=O)c1ccncc1)c1cc2ccccc2o1 | -2.9 | 1 | 1 | 3 | 7 | 4 | -2.8 | -5 | 7
Cc1cccc(NC(=O)N2CCCC2C(=O)NCc2cccs2)c1 (stereo unspecified) | -0.5 | -5 | 1 | 0 | 2 | 14 | -2.3 | -1 | 3
Cn1c(CO)cnc1SCC(=O)c1ccc(F)cc1 | -0.2 | -9 | 2 | -8 | -10 | 19 | -0.8 | -1 | -6
COc1ccc(N(C(=O)CNC(=O)c2cccs2)C(C(=O)NC2CCCC2)c2ccncc2)cc1 (stereo unspecified) | -2.9 | -7 | -3 | 0 | 5 | -10 | -2.6 | -29 | 4
Cc1cc(NC(=O)CCC(=O)N(CCC(C)C)C(C(=O)NC2CCCC2)c2cccnc2)no1 (stereo unspecified) | -1.1 | -1 | -2 | -5 | 2 | 27 | -1.4 | -31 | -6
COc1ccc(NS(=O)(=O)c2cc(OC)ccc2NC(=O)c2cc(C)oc2C)cc1 | 4.3 | 7 | 1 | -6 | 3 | 14 | 1.4 | -9 | 3
COC(=O)CN(C(=S)Nc1ccc(Cl)cc1)C1CC(=O)N(c2ccc(OC)cc2)C1=O (stereo unspecified) | -7.4 | -4 | 6 | -9 | 3 | -12 | -2.5 | -9 | 4
Cc1cc(Cl)c(S(N)(=O)=O)cc1OCC(=O)NC1CCCCC1 | -1.6 | -9 | -1 | 3 | -11 | 10 | -1.3 | -20 | -2
CCOc1ccc(NC(=NCc2ccc3c(c2)OCO3)SC2CC(=O)N(c3ccc(OCC)cc3)C2=O)cc1 (stereo unspecified) | 0.1 | -3 | 2 | -5 | -6 | -5 | -1.0 | -2 | 3
CCCCC(=O)Nc1cc(-c2nc3ncccc3o2)ccc1C | 0.0 | -8 | 3 | 5 | 4 | 23 | -1.6 | -8 | 2
N#CCCN(Cc1ccccc1)C(=O)Nc1ccccc1 | -3.0 | -9 | 11 | -6 | -4 | 3 | -1.4 | -4 | 0
C=CCN1C2CCCC1CC(NC(=S)Nc1cccc(OC)c1)C2 (stereo unspecified) | 2.3 | 5 | 8 | -6 | -19 | 6 | -3.6 | 9 | -3
O=C(/C=C/c1ccccc1)NNC(=O)c1cccc(Cl)c1 | -3.2 | 8 | -6 | 6 | -9 | -10 | -2.5 | -1 | 1
CCN(CC)S(=O)(=O)c1cccc(-c2nnc(SCC(N)=O)n2CCc2ccccc2)c1 | -2.8 | -9 | 8 | 0 | 2 | 9 | -2.4 | -27 | -5
Cc1ccc(S(=O)(=O)CC(=O)N2CCCC2)cc1 | -0.8 | -35 | 7 | -2 | -1 | 8 | -3.0 | -1 | 2
COc1ccc(-c2cc3c(=O)n(CC(=O)NCCCN4CCC(Cc5ccccc5)CC4)ncn3n2)cc1 | -2.6 | -14 | 2 | -82 | 9 | 17 | -0.9 | 31 | 6
CC1(C)Cc2c(sc3c2c(=N)n(Cc2ccco2)c(=O)n3Cc2ccc(Cl)cc2)CO1 | -2.8 | -11 | 4 | 8 | 0 | 9 | -3.2 | -15 | 2
O=C(Nc1ccc(O)cc1)c1ccc(C(=O)c2ccccc2)o1 | -1.6 | 6 | -2 | 7 | 5 | 9 | -4.3 | -1 | 5
CSCCC(Nc1ccc(S(=O)(=O)N2CCOCC2)cc1[N+](=O)[O-])C(=O)OCC(=O)N(C(C)C)C(C)C (stereo unspecified) | -2.7 | -6 | 5 | -1 | -3 | -10 | -1.7 | 0 | 0
CC(/C=C/c1ccc(N(C)C)cc1)=N\N=C1\NC(=O)CC(C(=O)Nc2ccccc2)S1 (stereo unspecified) | -1.3 | -9 | 1 | 4 | 2 | -21 | -1.4 | -27 | 10
Cc1ccc(NC(=S)NCc2ccccc2Cl)c(C)c1 | -4.1 | -1 | 4 | -11 | -6 | -4 | -4.3 | -10 | 2
Nc1ccc(S(=O)(=O)c2ccccc2)nc1 | -1.8 | -7 | 5 | 11 | 2 | 11 | -2.5 | -3 | -1
O=C(COC(=O)Cc1ccc(S(=O)(=O)N2CCOCC2)s1)NCCc1ccccc1 | -4.2 | -17 | 2 | 2 | -2 | 2 | -1.6 | -20 | -3
O=C(Nc1ccc(Cl)cn1)c1ccccc1F | -1.2 | 6 | 1 | 4 | -11 | 2 | -3.5 | -1 | 7
Cc1ccc(S(=O)(=O)N=Nc2c(O)[nH]c3ccccc23)cc1 | -0.4 | -6 | 2 | -7 | 3 | -7 | -4.2 | 4 | 2

A second format for 2 compounds above.
Molecule: O=C(Nc1ccc(O)cc1)c1ccc(C(=O)c2ccccc2)o1
  VIM-2 inh: -1.6 | p-CIP stab down: 6 | IDE cell activ: -2 | NS3 helicase inh: 7 | M18AAP inhibitor: 5 | SUMO HTRF inh: 9 | IMP-1 inh: -4.3 | FID counter: -1 | IDE inh: 5

Molecule: CCCCC(=O)Nc1cc(-c2nc3ncccc3o2)ccc1C
  VIM-2 inh: 0.0 | p-CIP stab down: -8 | IDE cell activ: 3 | NS3 helicase inh: 5 | M18AAP inhibitor: 4 | SUMO HTRF inh: 23 | IMP-1 inh: -1.6 | FID counter: -8 | IDE inh: 2

Continued.
SMILES | VIM-2 inh | p-CIP stab down | IDE cell activ | NS3 helicase inh | M18AAP inhibitor | SUMO HTRF inh | IMP-1 inh | FID counter | IDE inh
O=C(NCc1ccccc1Cl)c1ccncc1 | 0.2 | 2 | -3 | -9 | -11 | 4 | 0.3 | -16 | -5
CC(C)CCNC(=O)c1ccc(Cl)c(N)c1 | 1.6 | -13 | . | 3 | -8 | 6 | -0.3 | 0 | -2
Cc1ccc(S(=O)(=O)c2cc(C#N)c(=O)[nH]c2N)cc1 | -1.2 | 6 | 8 | -5 | 4 | 1 | -2.1 | 2 | 2
O=C(NCC1CCCO1)c1ccc[nH]1 (stereo unspecified) | -5.5 | 0 | 0 | 8 | -3 | -9 | -2.5 | -6 | 3
CC1=NN(C(C#N)c2ccc(F)cc2)C(C)(C)C1 (stereo unspecified) | -0.7 | 0 | 1 | 0 | 0 | 4 | -1.8 | 4 | 3
COc1ccccc1OCCCC(=O)Nc1nccs1 | -1.6 | -5 | -2 | 7 | -7 | 29 | -2.6 | -5 | 1
